mHTT CaM bind – mHTT-calmodulin interaction abrogation; P42858; inhibition, % at 15 µM; AlphaScreen His-mHTT/GST-CaM binding, luminescence; AID 1671202; 190,000 tested, 3.6% active;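 also: 0% = both proteins with DMSO and 100% = one protein alone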
Pf apPOL inh – Pf-apPOL DNA polymerase inhibition | Recombinant Pf-apPOL, molecular beacon fluorescence, 1.5 h | inhibition, % at 10 µM | 210,000 tested, 0.25% active
Numbers without * were called inactive; . = no result given; & = joins results of further samples. Rule as the data show it: active = inhibition above about 50%; inactive = the rest.

Start of the listing, in advance:
structure	mHTT CaM bind	Pf apPOL inh
O=C(NC1CCCCCC1)c1cccc(-c2cnc(N3CCCC3)nc2)c1	-6	5
C=CCn1c(=O)c2c(nc(-c3ccc(S(=O)(=O)O)cc3)n2C)n(C)c1=O	.	0
O=C(O)CC1NC2(C(=O)Nc3ccccc32)C2C(=O)N(Cc3ccccc3)C(=O)C12 (stereo not given)	2	-6
Cc1ccccc1NS(=O)(=O)c1ccc2[nH]cc(C(=O)N3CCc4ccccc43)c(=O)c2c1	35	-21

The whole of this part, from the start:
structure	mHTT CaM bind	Pf apPOL inh
O=C(NC1CCCCCC1)c1cccc(-c2cnc(N3CCCC3)nc2)c1	-6	5
C=CCn1c(=O)c2c(nc(-c3ccc(S(=O)(=O)O)cc3)n2C)n(C)c1=O	.	0
O=C(O)CC1NC2(C(=O)Nc3ccccc32)C2C(=O)N(Cc3ccccc3)C(=O)C12 (stereo not given)	2	-6
Cc1ccccc1NS(=O)(=O)c1ccc2[nH]cc(C(=O)N3CCc4ccccc43)c(=O)c2c1	35	-21
CN(C)CCNC(=O)c1c(F)ccc(S(=O)(=O)N2CCCCCC2)c1F	-9	-13
CCOc1cccc2cc(-c3cc(=O)oc4cc(OCC=C(C)C)ccc34)c(=O)oc12	-2	-5
CC(C)Cn1c(=O)c2c(ncn2C(C)C)n(-c2ccccc2Cl)c1=O	14	-1
Cc1cc(C)c(NC(=O)C(C)Sc2ncn[nH]2)c(C)c1 (stereo not given)	-6	-4

More structures
structure	mHTT CaM bind	Pf apPOL inh
O=C(Nc1ccccc1F)N1CC2CN(S(=O)(=O)c3ccc(F)cc3)CC(C1)O2	0	-4
Cc1cc(C)nc(SCC(=O)c2ccc([N+](=O)[O-])cc2)n1	5	-4
CC(=O)C1=C(O)CCC1=NCc1ccccc1	-2	-5
CCOC(=O)c1sc(NC(=O)c2ccccc2S(=O)(=O)CC)nc1-c1ccccc1	-7	-6
COc1ccc([N+](=O)[O-])cc1NC(=O)c1ccc(Br)o1	1	-13
COc1cccc(-c2nc3cc(N=Cc4cc(C(=O)O)ccc4O)ccc3o2)c1	8	-3
COCCCNC(=O)c1cc2c(=O)n3ccccc3nc2n(CCc2ccccc2)c1=N	3	-9
CCOCCn1ccc2c(OCC(=O)NCC3CCCO3)cccc2c1=O (stereo not given)	-17	-3

Continued.
structure	mHTT CaM bind	Pf apPOL inh
CC1(C(=O)NC2CCCCC2)CCC(=O)N1Cc1ccc(F)cc1 (stereo not given)	-6	-5
O=C(CSc1nc2[nH]c(=O)cc(O)c2s1)Nc1nccs1	0	.
Cc1cccc(NC(=O)C2=CC(=O)C3C=CC=CC3O2)c1C (stereo not given)	0	3
O=C(COc1ccccc1)Nc1cc(-c2nc3ncccc3o2)ccc1Cl	2	-4
NC1=NC(=O)CC(C(=O)Nc2ccc(Cl)c(Cl)c2)S1 (stereo not given)	-5&0	-1&-8
O=S1(=O)N[C@H](Cc2ccccc2)COc2cc(N3CCSCC3)ccc21	-8&-2	-6&-2
Cc1cc(OCC(=O)N2CCCC(C)C2)nc(-c2ccc(F)cc2)n1 (stereo not given)	-3	5
NC(=O)c1ccc([N+](=O)[O-])s1	.	2&-8

The list goes on.
structure	mHTT CaM bind	Pf apPOL inh
CC1CCN(Cc2c(O)ccc3cc(-c4nc5ccccc5n4C)c(=O)oc23)CC1	-7	0
Cc1ccc(NC(=O)C2CCCN(C(=O)c3cccc(C(F)(F)F)c3)C2)cc1 (stereo not given)	26	2
Cn1cc(CC(=O)NCCCN2CCCCCC2)c2ccccc21	10	-3
O=C(CSc1cn(Cc2ccccc2Cl)c2ccccc12)N1CCCC1	2	-3
CNC(=O)c1ccc2c(c1)nnn2Cc1ccc(C)cc1	15	-7
CC1=CCC(C(=O)O)C(C(=O)O)C1 (stereo not given)	-6	-5
Cc1ccc(OCc2cc(C(N)=O)oc2C)cc1	-1	11
Cc1ccc(NC(=O)c2c(C)c(C)c(C)c(C)c2C)c([N+](=O)[O-])c1	-4	3

(more compounds)
structure	mHTT CaM bind	Pf apPOL inh
Cc1ccc(N(C)C(=O)c2nc(C)n(C3CCN(S(C)(=O)=O)CC3)c2C)cc1	16	-5
COc1ccc(-c2nnc(NC(=O)c3ccc(Br)cc3)s2)cc1	-7	-4
O=C(C1=C(O)C(=O)N(CCCn2ccnc2)C1c1ccc(F)cc1)c1cc2ccccc2o1 (stereo not given)	-8	-3
CC(=O)Nc1ccc(N=Cc2cc(Cl)cc(Cl)c2O)cc1	9	-1
COCCCNC(=O)C1CCN(c2nc3ccc(-c4cccs4)nc3s2)CC1	15	4
CCCC(=O)N1CCc2cc(OC)c(OC)cc2C1COc1ccccc1OC (stereo not given)	9	0
Cc1csc(NC(=O)c2ccc(S(=O)(=O)NCc3cccnc3)o2)n1	-11	-3
Cn1c(SCc2csc(COc3ccc(C4SCCS4)cc3)n2)nnc1C(F)(F)F	.	-11&0

(continued)
structure	mHTT CaM bind	Pf apPOL inh
COCCNC(=O)C(=O)NCC1(c2ccc(F)cc2)CCOCC1	-12	-4
COc1ccc(C2(C(=O)Nc3ccc(C)c(C)c3)CCOCC2)cc1OC	0	-12
c1coc(C2Oc3ccccc3C3CC(c4cccs4)=NN32)c1 (stereo not given)	92*	-9
Cc1ccccc1-n1[nH]c(C)c(C=Nc2cc([N+](=O)[O-])cc([N+](=O)[O-])c2)c1=O	6	3
N#CC=Cc1ccc(Br)cc1C(F)(F)F	.	-13
CC(=O)c1ccc(NC(=O)Cc2ccccc2)cc1	-1	-24
O=C1Nc2ccccc2OC1C(=O)N1CCN(c2ccccc2F)CC1 (stereo not given)	-9	-1
COc1ccc(Br)c(C(=O)NCC(c2cn(C)c3ccccc23)N(C)C)c1 (stereo not given)	-10	-4

A stretch from further up, as a working copy:
structure	mHTT CaM bind	Pf apPOL inh
N#CC=Cc1ccc(Br)cc1C(F)(F)F	.	-13
CC(=O)c1ccc(NC(=O)Cc2ccccc2)cc1	-1	-24
O=C1Nc2ccccc2OC1C(=O)N1CCN(c2ccccc2F)CC1 (stereo not given)	-9	-1
COc1ccc(Br)c(C(=O)NCC(c2cn(C)c3ccccc23)N(C)C)c1 (stereo not given)	-10	-4

Remaining list, next part:
structure	mHTT CaM bind	Pf apPOL inh
Cc1ccc(C2=NN(C(=O)CN3CCOCC3)C(c3ccccc3)C2)cc1C (stereo not given)	52*	-2
COc1ccccc1OCC(=O)N(CCn1cccn1)c1nc2c(Cl)cccc2s1	-14	-2
N#CC1=C(N)C(C#N)(C#N)C(c2cccs2)C2CCCC=C12 (stereo not given)	3&17	1
Cc1noc(C)c1C1CCCN1C(=O)Cc1ccccc1Cl (stereo not given)	-1	1
Nc1ccc(F)c(F)c1F	-7	.
CCOc1ccccc1/C=C1\N=C(c2ccc([N+](=O)[O-])cc2)OC1=O	1	1
COc1ccc(CN2CCCCC2c2nc(C3CC3)no2)cc1F (stereo not given)	-70	-4
COc1ccccc1-c1nc2cc(N=Cc3cccc(OC)c3O)ccc2o1	4	2

The list continues:
structure	mHTT CaM bind	Pf apPOL inh
N#CC1(C#N)C2CCCCC23OC(=N)C1(C#N)C(c1ccncc1)O3 (stereo not given)	1	-8
CN1C(=O)C(C)(C)N(C(=O)c2cccc([N+](=O)[O-])c2)c2ccccc21	-2	4
CC(C)(C)OC(=O)NS(=O)(=O)Nc1ccccc1Br	-5	-3
Cc1cc(NC(=O)C2CC(c3cccc(Br)c3)=NO2)no1 (stereo not given)	-5	1
CC(=O)Nc1c2ccc([N+](=O)[O-])cc2n2c(C)nc3ccc(Cl)cc3c12	-2	-5
CC(C)C(NS(=O)(=O)c1cccs1)C(=O)N1CCc2ccccc2C1 (stereo not given)	1	-6
COc1ccc(-c2cc(C(F)(F)F)n3nc(-c4cccs4)cc3n2)cc1OC	.	-12
O=C(C1CCN(c2cncnc2N2CCCCC2)CC1)N1CCC(N2CCCCC2)CC1	-5	1

(next part)
structure	mHTT CaM bind	Pf apPOL inh
Cc1nc2cccnc2n1C1CCN(C(=O)Nc2ccc3c(c2)CCC3)C1 (stereo not given)	25	-1
N#Cc1ccccc1C(C(N)=O)(c1ccccc1)c1ccccc1C#N	3	-7
O=C1NC(=O)/C(=C/c2ccc(O)c([N+](=O)[O-])c2)S1	16	-5
O=C(CSC1CCCC1)NCCn1nc(-c2ccco2)ccc1=O	5	-6
O=C(NCCc1ccccc1)c1ccc(NC(=O)C2CCC2)cc1	17	-4
Cn1nc(-c2ccccc2)cc1NC(=O)CN1C(=O)c2ccccc2S1(=O)=O	.	-1
O=c1c2ccccc2ncn1C1CCN(S(=O)(=O)c2ccccc2F)CC1	-8	-2
Cc1ccc2nc(-c3cccc(NC(=O)c4ccccc4F)c3)oc2c1	-7	4

Additional entries follow:
structure	mHTT CaM bind	Pf apPOL inh
CCOc1ccc(NC(=O)c2cc(Cl)ccc2Cl)c([N+](=O)[O-])c1	6	-24
CNC(=O)C1CCN(c2nc3ccc(-c4cccnc4)nc3s2)CC1	1	1
CN(C)c1ccc(C=C2SC(=O)N(CN3CCOCC3)C2=O)cc1	11	4
CCN(CC)Cc1oc(C(C)(C)C)cc1C(=O)O	-4	5
N#Cc1ccc(NC(=O)O[C@@H]2C[C@H]3C[C@@H]2[C@H]2CCCCN2C3)cc1	-15	-7
CC1=NN(C(=O)c2ccc(Cl)cc2)C(O)(c2ccc(Cl)cc2)C1 (stereo not given)	67*	2
Cc1ccc(-c2nc(C)c(C(=O)N3CCC(CC(=O)NCc4ccco4)CC3)s2)cc1	30	-2
COCCNC(=O)c1ccc(CS(=O)(=O)Cc2ccc(Cl)cc2)o1	-1	-14

Single entries from the list.
CCN(CC)Cc1oc(C(C)(C)C)cc1C(=O)O in mHTT CaM bind: -4
COCCNC(=O)c1ccc(CS(=O)(=O)Cc2ccc(Cl)cc2)o1 in mHTT CaM bind: -1
CC1=NN(C(=O)c2ccc(Cl)cc2)C(O)(c2ccc(Cl)cc2)C1 (stereo not given) in Pf apPOL inh: 2

Carrying on.
structure	mHTT CaM bind	Pf apPOL inh
COC(=O)c1sccc1NC(=S)Nc1ccccc1N1CCOCC1	.	2
CC12CC(NC(=O)N1CCc1ccccc1)c1cc(Cl)ccc1O2 (stereo not given)	-4	-14
O=C(NCc1ccc(Cl)cc1)C1CCN(c2cn[nH]c(=O)c2)CC1	-3	-8
O=C(CSc1ncnc2ccccc12)Nc1cc(C(F)(F)F)ccc1Cl	-2	-5
O=C1N/C(=C\c2cn(Cc3ccc([N+](=O)[O-])cc3)c3ccccc23)C(=O)N1Cc1ccc(F)cc1	5	5
CCOCCCNC(=O)CCN1N=C(c2ccc(C)cc2)CCC1=O	-4	-14
COC(=O)C(C)Oc1ccc2c(c1)OC(=CC=Cc1ccccc1OC)C2=O (stereo not given)	-4	-1
Cc1ccc(-n2[nH]c(=O)c(C3=c4ccccc4=NC3=O)c2O)cc1Cl	8	0

7 entries picked at random from the list so far:
structure	mHTT CaM bind	Pf apPOL inh
CCOCCCNC(=O)CCN1N=C(c2ccc(C)cc2)CCC1=O	-4	-14
COC(=O)c1sccc1NC(=S)Nc1ccccc1N1CCOCC1	.	2
O=C1N/C(=C\c2cn(Cc3ccc([N+](=O)[O-])cc3)c3ccccc23)C(=O)N1Cc1ccc(F)cc1	5	5
CC12CC(NC(=O)N1CCc1ccccc1)c1cc(Cl)ccc1O2 (stereo not given)	-4	-14
O=C(CSc1ncnc2ccccc12)Nc1cc(C(F)(F)F)ccc1Cl	-2	-5
Cc1ccc(-n2[nH]c(=O)c(C3=c4ccccc4=NC3=O)c2O)cc1Cl	8	0
COC(=O)C(C)Oc1ccc2c(c1)OC(=CC=Cc1ccccc1OC)C2=O (stereo not given)	-4	-1

Remaining list, next part:
structure	mHTT CaM bind	Pf apPOL inh
COc1ccc(NC(=O)c2cccnc2)cc1OCC(C)C	-4&14	-3&8
COc1ccc(C(=O)CSc2nnc(-c3cccnc3)n2-c2ccccc2)cc1	1	-10
COc1ccc([C@H]2C[C@H](n3cc(C4CC4)nn3)[C@@H](O)CN2C(=O)c2cccs2)cc1	4	-1
O=C(Nc1ccccc1)N1CCCN(c2nc3cccnc3s2)CC1	0	-4
COC(=O)[C@H](CC(C)C)N1Cc2nnn(CC3CCCCC3)c2-c2cc(F)ccc2S1(=O)=O	10	-2
CNC(=O)C1CN(C(=O)c2cc(OC)c(OC)c(OC)c2)CC12CCCC2 (stereo not given)	-8	0
CCOc1cc(O)c(-c2nc(N)ncc2-c2ccc3c(c2)OCCO3)cc1CC	29	-1
CCCc1noc(-c2c(O)c3ccccc3[nH]c2=O)n1	-10	-3

Remaining list, next part
structure	mHTT CaM bind	Pf apPOL inh
CC1(C)CC(=O)C2=C(C1)Nc1nc(SCc3ccccc3F)[nH]c(=O)c1C2c1cccnc1 (stereo not given)	40	-4
Cc1ccc(C(=O)N2CCC(CCNS(=O)(=O)c3ccc(C)cc3)CC2)cc1	37	-4
CCOc1ccc(N(C(C)C(=O)Nc2ccc3c(c2)OCO3)S(C)(=O)=O)cc1 (stereo not given)	23	-5
Cc1cc([N+](=O)[O-])ccc1N=Cc1ccc(Br)c([N+](=O)[O-])c1	5	4
O=C(CC1c2ncccc2C(=O)N1c1ccccc1)NC1CCCCCC1 (stereo not given)	2	2
CC(=O)NC1C(OC(=O)C=Cc2ccccc2)OC(COC(C)=O)C(OC(C)=O)C1OC(C)=O (stereo not given)	3	-12
COc1ccc(CCNC(=O)c2ccc3c(c2)ncn3-c2cccc(C)c2)cc1OC	36	34
COc1ccccc1/C=C1/N=C(SC)SC1=O	6	-12
Cc1ccccc1C(=O)N1CCC(C(=O)Nc2ccc(Oc3ccccc3)cc2)CC1	34	-6
CC(=O)OCC1OC(Oc2ccc([N+](=O)[O-])cc2)C(OC(C)=O)C(OC(C)=O)C1OC(C)=O (stereo not given)	-2	-3

Screening results (PubChem BioAssay)

The list is partial; count on the stated rates, not on these rows.
